# Wnt bcat act = activates Wnt/beta-catenin signaling in a reporter cell assay; activator, plate reader; activation, % at 9.35 µM; 300,000 tested, 1.2% active; in the data active = activation above about 30%, passing the limit was not always enough; inconclusive = no clear call, values can overlap the other calls;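 note: 0% = neutral control wells and 100% = positive control wells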
# V-ATPase pH = alters yeast V-ATPase proton transport; S. cerevisiae, pHLuorin cytosolic pH fluorescence; AID 504577; 350,000 tested, 0.37% active; response, % at 10 µM; in the data active = response mostly above about 7.3%, no sharp cut-off; inactive = mostly below about 5.4%; note: actives read high; inactives centre near 0; some compounds called inactive have numbers as strong as hits; reference of the scale not given here
# CAL PDZ FP-1 = CAL PDZ (human) peptide binding inhibition. purified CAL PDZ, TMR-peptide fluorescence polarization, 1 h. inhibition, % at 24.9 µM. 300,000 tested, 0.92% active. AID 602252;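 active = mean inhibition of at least 30% with at least half of replicates also reaching 30%; inconclusive = no clear call, values can overlap the other calls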;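 note: 0% = DMSO neutral control and 100% = excess unlabeled competitor peptide PRC23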
# MITF TRPM1 HTS = MITF TRPM1 promoter activation in melanoma cells; AID 588334; SK-MEL-5 TRPM1-promoter luciferase, 24 h; % of positive control, neutral wells = 0; activation, % at 12.5 µM; 300,000 tested, 0.75% active;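 active = mean activation of at least 80% with every replicate also reaching 80%; inconclusive = mean reaches 80% but some replicate falls short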;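 note: 0% = neutral control wells and 100% = parthenolide positive control wells; values of inactives mirror those of a sister screen read the other way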
# CAL PDZ FP-2 = blocks peptide binding to human CAL PDZ domain | Q9HD26 | purified CAL PDZ, TMR-peptide fluorescence polarization, 1 h | inhibition, % at 20 µM | 330,000 tested, 0.02% active | AID 504414;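 active = highest replicate inhibition of at least 40%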;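 note: plate controls were DMSO neutral control wells for no effect and unlabeled competitor peptide control wells for full effect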
#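 System: tagged CAL PDZ domain. Schedule: 1 h room-temperature incubation prior to read. Signal: fluorescence polarization (mP). Measure: percent inhibition from loss of millipolarization.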
# CDK5 p35 inh = inhibitors of human CDK5/p35 kinase. inhibition, % at 10 µM. Q00535+Q15078. AID 488839. 330,000 tested, 0.01% active. Recombinant CDK5/p35, ADP-Glo luminescence, 60 min;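 active = highest replicate inhibition of at least 50% and at least 75% of replicates reaching 50%; inconclusive = only one of the two criteria met; inactive = both criteria failed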;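 note: plate controls were DMSO neutral control for no effect and GW8510 at 10 µM for full effect; many of its hits are not listed in these tables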
# Tat export inh = E. coli Tat transport inhibition. 340,000 tested, 0.036% active. AID 488895. inhibition, % at 10 µM. E. coli MC4100 TorA-mCherry Tat export, fluorescence;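 active = mean replicate inhibition at least 50% and at least half of replicates individually reaching 50%; inconclusive = only one of the two criteria met; inactive = neither criterion met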;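 note: exported cargo escapes ClpAP degradation while cytoplasmic cargo is degraded and loses fluorescence; 0% = median of neutral control wells and 100% = median of NaSCN control wells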
# Rtt109 Vps75 = C. albicans Rtt109 histone acetyltransferase inhibition. Q5AAJ8. purified Rtt109/Vps75, ThioGlo CoA-SH fluorescence, 4 h. inhibition, % at 34.9 µM. AID 540336. 330,000 tested, 0.16% active;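 active = inhibition of at least 50% in every replicate; inconclusive = best replicate reaches 50% inhibition but some replicates fall short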
# Target sequence (Q5AAJ8 whole entry, looked up): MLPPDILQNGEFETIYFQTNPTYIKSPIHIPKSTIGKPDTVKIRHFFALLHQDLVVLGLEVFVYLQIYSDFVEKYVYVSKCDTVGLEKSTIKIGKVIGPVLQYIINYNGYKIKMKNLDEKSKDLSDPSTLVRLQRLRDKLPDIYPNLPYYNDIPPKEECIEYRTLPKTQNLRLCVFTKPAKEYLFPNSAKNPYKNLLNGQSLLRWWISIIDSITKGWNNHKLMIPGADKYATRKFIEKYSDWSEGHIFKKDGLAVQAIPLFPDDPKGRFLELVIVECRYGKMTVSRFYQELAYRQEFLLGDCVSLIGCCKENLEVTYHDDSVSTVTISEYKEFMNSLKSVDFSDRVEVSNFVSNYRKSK
# dFosB activator = enhances mouse delta FosB homodimer DNA binding. purified delta FosB, TAMRA-CDK5 oligo fluorescence polarization; percent of positive-control signal above neutral wells. P13346. activation, % at 25 µM. 340,000 tested, 0.99% active;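 active = mean activation above about 17%, with every replicate also reaching it, limit read from the data, passing the limit was not always enough; inconclusive = only one of the two conditions met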;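 note: fluorescence polarization rise as delta FosB binds a TAMRA Cdk5 AP-1 oligo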
# Target sequence (P13346 whole entry, looked up): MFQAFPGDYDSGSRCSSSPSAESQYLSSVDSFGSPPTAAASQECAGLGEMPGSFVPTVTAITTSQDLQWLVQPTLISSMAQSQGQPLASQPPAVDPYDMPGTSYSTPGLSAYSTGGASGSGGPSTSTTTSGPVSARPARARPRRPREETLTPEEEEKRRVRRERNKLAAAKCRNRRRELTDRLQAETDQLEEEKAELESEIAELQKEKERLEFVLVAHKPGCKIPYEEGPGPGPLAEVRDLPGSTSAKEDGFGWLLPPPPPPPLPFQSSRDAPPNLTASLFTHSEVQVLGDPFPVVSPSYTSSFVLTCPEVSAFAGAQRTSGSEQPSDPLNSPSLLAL
# RTF Ca sens act = increases calcium sensitivity of human cardiac regulated thin filaments; 340,000 tested, 0.24% active; activation, % at 7.2 µM; P19429+P45379; IANBD-labeled TnC RTF fluorescence at EC20 calcium; 0% EC20 calcium, 100% full calcium;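 active = activation above the mean over all tested compounds plus 3 SD, cut at about 30% in these data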;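 note: rise in fluorescence read as greater calcium sensitivity of cardiac thin filaments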
# Active calls of the source: *; ? = inconclusive; . = no result given.
SMILES,Wnt bcat act,V-ATPase pH,CAL PDZ FP-1,MITF TRPM1 HTS,CAL PDZ FP-2,CDK5 p35 inh,Tat export inh,Rtt109 Vps75,dFosB activator,RTF Ca sens act
O=C1CC(c2ccc(S(=O)(=O)NCc3ccncc3)cc2)CN1 (configuration not stated),-2,0,-5,-4,-1.5,1.8,-8,0,3,12
N#Cc1c2c(c(NCCCN3CCOCC3)n3c1nc1ccccc13)CCC2,.,-3,-3,8,2.3,1.7,6,-12,5,-9
CCCCN(CC)CCCNC(=O)CC1Oc2ccccc2NC1=O (configuration not stated),-1,-1,1,4,.,-1.9,1,-2,-5,-6
CC(C)OCCCNC(=O)CNC(=O)c1ccc(Cl)c(Cl)c1,-2,-2,0,-15,-3.6,0.6,-8,-17,0,3
Fc1cccc(NC(=S)Nc2cccnc2)c1,1,1,.,3,-1.5,0.7,-9,-4,-1,1
Cc1ccc(S(=O)(=O)NCC(=O)N2CCOCC2)cc1,-1,7,.,0,-0.3,-0.3,3,-18,1,3
CCCCCCCCn1cc(C(C)=O)c(=O)[nH]c1=O,.,-1,-4,.,.,-0.8,-2,4,-3,4
COc1ccc(NS(=O)(=O)c2cccc(C(=O)NCC3(N(C)C)CCCCC3)c2)cc1,-1,3,-4,12,-0.5,0.5,4,.,2,-10
Cc1sc2nc(SCC(=O)Nc3ccc(Cl)c(C(=O)O)c3)[nH]c(=O)c2c1C,?,-1,.,17,-0.5,1.2,4,-3,-3,0
O=c1cc(C(F)(F)F)nc(-c2ccccc2)[nH]1,.,4,.,4,-1.8,1.0,6,3,3,-2
CC1(C)CC(=O)C2=C(C1)N(c1ccc(F)cc1)C(=O)CC2c1ccccc1 (configuration not stated),2,8,-7,6,-0.4,-0.5,1,-1,-8,1
CC1CCC(NC(=O)CNC(=O)Cc2cccc3ccccc23)CC1 (configuration not stated),-4,0,-2,-8,-1.6,0.8,-7,-6,-3,-6
CC(C)c1cc(-c2cc(-c3ccc(Cl)cc3)on2)nc(NC2CCCC2)n1,-4,-2,2,0,-0.9,2.2,-6,21,2,-2
O=C(NCc1ccccc1OC(F)(F)F)C1CCC(=O)N(Cc2cccc(F)c2)C1 (configuration not stated),0,1,-5,-2,-1.3,1.6,1,1,-6,-4
CCOc1cc(NC(=S)NCCCOC)c(OCC)cc1NC(=O)c1ccco1,.,-3,-2,-1,-1.9,-3.4,2,-6,-2,7
COC(=O)c1ccc(NC(=O)c2c(C(=O)Nc3ccccc3)sc3nc(C)cc(=O)n23)cc1,-1,2,99*,-7,-1.1,-2.1,-12,.,92*,-1
O=C(CNC(=O)c1ccccn1)N/N=C/c1ccccc1,.,-1,-1,14,-1.7,0.4,5,-16,0,-2
O=C(CN1CCN(CCC(=O)Nc2ccccc2F)CC1)Nc1ccc(F)cc1,.,0,-2,-6,-0.2,-5.0,-3,4,-11,-2
O=C(Oc1ccccc1C(=O)Oc1ccccc1)c1ccco1,0,-1,-2,21,-1.2,-0.2,-3,-6,6,1
CN(C)C(=S)Nc1ccc(Cl)cc1,1,0,-4,.,0.9,0.8,-4,-5,3,-2
O=C(NNCc1ccccc1)c1ccccn1,36*,1,-5,37,1.4,1.7,34,4,2,1
CCOc1ccc(CCNC(=O)COC(=O)c2ccc(S(=O)(=O)N3CCCC3)cc2)cc1OCC,-2,2,-3,-2,-2.0,0.2,-9,3,2,6
Cn1c(=O)c2c(nc(SCCN3CCOCC3)n2Cc2ccc(F)cc2)n(C)c1=O,.,1,-3,52,-2.8,1.9,5,0,0,8
Cc1cc(C)n2c(SCC(O)=C(C#N)c3nc4ccccc4[nH]3)nnc2n1,-4,1,-2,-3,-0.1,0.7,-6,12,1,-3
COc1ccc(C2Nc3ccccc3C(=O)N2NS(=O)(=O)c2ccc(C)cc2)cc1 (configuration not stated),0,1,-4,21,-1.2,-1.8,5,-3,-14,-4
# The listing continues:
SMILES,Wnt bcat act,V-ATPase pH,CAL PDZ FP-1,MITF TRPM1 HTS,CAL PDZ FP-2,CDK5 p35 inh,Tat export inh,Rtt109 Vps75,dFosB activator,RTF Ca sens act
CC(=O)NCCOc1ccc(C(=O)O)cc1,.,-2,-7,4,-0.7,1.1,2,-8,6,4
Cc1ccc(Cn2cnc3ccccc32)cc1,-2,-2,-4,11,-2.8,-1.3,-3,8,-1,2
CCN(CC)S(=O)(=O)c1ccc(N2CC(C(=O)N3CCOCC3)CC2=O)cc1 (configuration not stated),1,9,-2,4,0.0,0.3,1,-2,-1,-3
COc1ccc(S(=O)(=O)Nc2ccc(F)c(F)c2)cc1Cl,.,6,-2,-1,-2.3,-1.4,-2,-3,-13,-2
Oc1c(Cl)cc(Cl)cc1C=Nc1ccc2c(c1)OCCO2,4,-4,3,.,-1.0,-0.1,5,1,-3,-5
CCOC(=O)Cc1nnc(NC(=O)c2cccc(OCC)c2)s1,0,-1,-2,-3,-3.2,-3.3,0,-6,-18,3
COc1ccc(CN2CCN(CC(=O)Nc3ccccc3C(=O)NC3CC3)CC2)cc1F,-3,2,22,7,-0.3,-1.4,-1,-13,-11,-3
Cn1cc([N+](=O)[O-])c(C(=O)N/N=C/c2ccccc2)n1,.,-3,-1,-5,-1.3,-2.8,-2,12,-3,3
Cc1cc(N/N=C/c2ccccc2Br)nc2ccccc12,12,2,5,48,-2.1,0.8,0,-11,6,-5
COc1cc(Cl)c(C)cc1NC(=O)COc1ccccc1[N+](=O)[O-],.,2,5,.,-0.6,0.8,2,6,1,3
Cc1ncc([N+](=O)[O-])n1Cc1ccccc1,-1,-3,.,-14,-0.7,-0.4,1,-6,0,0
COc1cccc(N(CC(=O)N/N=C(\C)c2cccs2)S(C)(=O)=O)c1,.,-1,-4,-6,-1.9,-0.5,-1,3,-3,0
CCCCCC1C(C(=O)OCC)C(=O)NC1(C(=O)OCC)C(=O)OCC (configuration not stated),0,-2,-6,-2,8.9,-2.2,21,-3,-14,-6
COc1ccc(CCNC(=O)c2ccc3c(=O)n4c(nc3c2)CCC4)cc1OC,-1,2,-3,2,-1.8,0.5,1,3,2,-7
CCOC(=O)c1ccc(NS(C)(=O)=O)cc1,-1,2,-3,-10,-0.7,2.9,2,7,-10,3
CCC(C)NC(=O)c1ccccc1NS(=O)(=O)c1ccc(OC)c(OC)c1 (configuration not stated),.,1,.,-2,1.2,-1.4,-2,0,2,3
O=C(NCCc1ccccc1)C1CCCN(S(=O)(=O)c2cccs2)C1 (configuration not stated),1,0,-8,.,0.0,-4.3,-8,-1,-6,-7
Cc1cc(C)nc(Sc2nc(Nc3ccccc3)nc(Sc3nc(C)cc(C)n3)n2)n1,.,1,-1,6,-1.0,0.4,-1,0,-7,5
CCOc1ccc(OCC)c(NC(=O)C2CCCN(S(=O)(=O)c3cnc[nH]3)C2)c1 (configuration not stated),-3,7,.,-8,0.5,1.0,2,18,3,-5
O=C(O)CCC(=O)NCc1cn(-c2ccccc2)nc1-c1cccc(Br)c1,-6,4,-6,0,-1.0,0.7,-4,-15,-8,-3
Cc1ccc(S(=O)(=O)NNC(=O)c2ccoc2C)cc1,2,-2,-4,-1,-1.6,-0.3,1,12,-2,8
CSCCC(NS(=O)(=O)c1ccccc1F)C(=O)NC(C)c1ccccc1 (configuration not stated),-1,-2,-1,2,-1.3,0.6,-1,-7,-1,2
COc1ccc2c(c1)C1(Nc3ccccc3-c3nc4ccccc4n31)C(=O)N2C (configuration not stated),.,-4,-2,-7,-3.2,0.1,-7,-5,-3,7
NCCSC1CC(=O)N(c2ccc(Cl)c(Cl)c2)C1=O (configuration not stated),8,-2,-2,.,-5.7,1.3,-7,-3,-5,-3
c1ccc(OCCN2CCN(Cc3nc(-c4ccc5c(c4)OCO5)no3)CC2)cc1,-3,-3,4,2,-0.3,-1.0,-10,7,-7,-8

# Limited to CAL PDZ FP-2 (2 entries from above):
Structure,CAL PDZ FP-2
CCOc1ccc(OCC)c(NC(=O)C2CCCN(S(=O)(=O)c3cnc[nH]3)C2)c1 (configuration not stated),0.5
O=C(O)CCC(=O)NCc1cn(-c2ccccc2)nc1-c1cccc(Br)c1,-1.0

# Later entries.
SMILES,Wnt bcat act,V-ATPase pH,CAL PDZ FP-1,MITF TRPM1 HTS,CAL PDZ FP-2,CDK5 p35 inh,Tat export inh,Rtt109 Vps75,dFosB activator,RTF Ca sens act
CC(C)(C)n1nc2c(c1NC(=O)c1cccs1)CS(=O)C2 (configuration not stated),.,0,5,4,-2.7,1.6,2,-6,4,5
CCCNC(=S)NCc1ccc(Cl)cc1,-1,-1,1,-3,-1.0,-5.9,-7,-9,-2,4
OC(Cc1ccncc1)(c1ccccc1)c1ccccc1,0,2,-6,-11,-0.6,-0.3,2,-10,-1,-1
CC(CC(=O)Nc1ccc(S(=O)(=O)N2CCOCC2)cc1)c1ccccc1 (configuration not stated),-1,3,-1,-5,-1.9,1.2,4,1,-5,0
O=C(COC(=O)c1cc(F)cc(F)c1)Nc1cccnc1Cl,-1,-3,-2,5,-2.8,-1.9,-14,-3,0,3
Cc1ccc(NC(=O)CC2S/C(=N/N=C/c3ccco3)NC2=O)cc1Cl (configuration not stated),-5,-5,-1,6,-1.0,-1.6,3,-6,33*,-4
CC(C)(C)c1ccc(/C=N/OCC(=O)NCc2ccccc2)cc1,-1,3,-2,7,-0.6,-1.8,6,-3,-16,-2
Nc1n[nH]c2cccc(Cl)c12,-1,5,-6,-20,-1.5,0.2,4,4,5,-1
Oc1oc(C=Nc2ccc(F)cc2F)c2ccccc12,1,-1,-3,3,-0.8,0.6,-4,-2,0,1
CN1C(=O)C(O)(CC(=O)c2cccs2)c2ccccc21 (configuration not stated),0,-3,-4,-11,-3.0,-1.5,0,1,-1,-6
CCCCCC(=O)Nc1cccc(C2=NOC3(C2)C[C@H](C(N)=O)N(C(=O)[C@H]2CCC(=O)N2)C3)c1 (some centres not stated),-2,-2,2,-2,1.4,0.7,-5,0,2,1
CN(CCOc1ccc(Cl)cc1)C(=O)c1cc([N+](=O)[O-])ccc1N1CCOCC1,-2,0,-1,-6,-1.9,-1.9,-3,13,-8,5
Cn1nccc1NC(=O)Nc1cccc(Cl)c1Cl,0,4,-2,.,-3.1,-0.1,-7,-2,-6,61*
C/C=C/C=C\C(=O)Nc1cccc(C2=NOC3(C2)C[C@@H](C(N)=O)N(C(=O)c2cc([N+](=O)[O-])cc([N+](=O)[O-])c2)C3)c1 (some centres not stated),-1,0,-2,-8,0.3,1.6,6,-3,-14,7
NC(CC(=O)O)c1ccc(F)cc1 (configuration not stated),.,0,2,-4,0.4,1.0,-12,-7,5,1
Cn1c(N)c(C(=O)COC(=O)COc2ccc(Cl)cc2)c(=O)n(C)c1=O,-3,1,-3,3,-3.5,-0.7,-5,2,-12,-3
Cc1ccc(C)c(CN2CCCNC2=O)c1,.,-3,-3,-1,.,-1.0,-7,2,-3,-3
O=C(CN1C(=O)NC2(CCCCCC2)C1=O)c1ccc(Cl)cc1,15,0,.,56,-2.6,-4.8,-5,-3,-2,2
COc1ccc(CN2CCCC(CO)(Cc3cccc(Cl)c3)C2)cc1OC (configuration not stated),1,0,10,3,-1.2,0.4,-3,1,-5,-2

# Screens from PubChem BioAssay.
